# Screening data: PubChem BioAssay, National Center for Advancing Translational Sciences (NCATS)
# Shiga inhibitor: A qHTS for Small Molecule Inhibitors of Shiga Toxin; Vero cells, Shiga toxin protein synthesis inhibition reporter; inhibition, % at 38.7 µM; 9.2% of 290,000 active; AID 2315, 2010; in the data active = inhibition mostly above about 28%, no sharp cut-off; inactive = mostly below about 43%; also: 0% is about no effect
# CHX counter: Cycloheximide Counterscreen for Small Molecule Inhibitors of Shiga Toxin | max response, % | AID 2314, 2010 | cell reporter, cycloheximide protein synthesis inhibition counterscreen | 12% of 300,000 active; in the data active = max response mostly above about 13%, no sharp cut-off; inactive = mostly below about 14%; also: read at 38.3 µM for the half of the compounds with a filed dose; 0% is about no effect
# Pf growth 48h: Primary qHTS for delayed death inhibitors of the malarial parasite plastid, 48 hour incubation. P. falciparum luciferase growth in erythrocytes, 48 h. AID 504832, 2011. 5.9% of 310,000 active. Potency, µM (doses to about 28.7 µM), for the others: top-dose activity change, negative = inhibition, most hits filed as inhibitors; also: potency is read from the fitted curve at half-maximal effect; % is scaled to controls: 0 for no effect and ±100 for the full control effect
#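 Erythrocytes infected with P. falciparum carrying an integrated firefly luciferase reporter (2% hematocrit, 0.1% parasitemia final) were exposed to compounds in RPMI 1640 with 0.5% Albumax at 37 C, 5% CO2. Growth inhibition was scored as reduced luminescence.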
# AmpC inh no detg: qHTS Inhibitors of AmpC Beta-Lactamase (assay without detergent) | 0.52% of 330,000 active | Potency, µM (highest dose often 57.1 µM), for inactives: top-dose activity change, negative = inhibition, most hits filed as inhibitors | AID 485341, 2010 | AmpC nitrocefin hydrolysis, absorbance 480 nm, 0.0001% Triton | P00811;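 also: potency is read from the fitted curve at half-maximal effect; plate controls were no compound for no effect and no enzyme for full effect; nearly all actives have a fitted effect of over 20% in size; some results filed as inactive show a strong effect at the top dose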
# Target sequence (P00811 whole entry, looked up): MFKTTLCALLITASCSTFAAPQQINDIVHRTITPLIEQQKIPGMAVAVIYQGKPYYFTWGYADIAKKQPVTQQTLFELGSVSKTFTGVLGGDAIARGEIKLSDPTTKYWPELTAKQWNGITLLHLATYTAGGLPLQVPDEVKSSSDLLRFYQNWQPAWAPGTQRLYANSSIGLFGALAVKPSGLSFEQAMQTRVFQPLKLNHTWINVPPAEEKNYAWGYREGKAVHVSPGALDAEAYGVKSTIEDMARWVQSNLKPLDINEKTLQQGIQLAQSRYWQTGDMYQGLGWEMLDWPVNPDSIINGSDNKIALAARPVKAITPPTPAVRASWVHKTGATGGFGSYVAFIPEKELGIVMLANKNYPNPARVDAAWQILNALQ
#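 AmpC (5.3 nM in the dispensed reagent) in 20 mM phosphate pH 7.0 with 0.01% (detergent screen) or 0.0001% Triton X-100 was preincubated with compounds for 15 min at room temperature. Nitrocefin was then added from an 800 uM solution, and hydrolysis was followed at 480 nm.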
# Pf growth 96h: Primary qHTS for delayed death inhibitors of the malarial parasite plastid, 96 hour incubation; Potency, µM (highest dose often 28.7 µM), without a hit: at the highest dose activity change, negative = inhibition, actives largely listed as inhibitors; 6.9% of 320,000 active; AID 504834, 2011; P. falciparum luciferase reporter growth, 96 h; also: potency is read from the fitted curve at half-maximal effect; % is scaled to controls: 0 for no effect and ±100 for the full control effect
#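 Parasite growth measured via integrated firefly luciferase reporter in P. falciparum. Infected erythrocytes at 2% hematocrit, 0.05% parasitemia final were treated 96 hours at 37 C under 5% CO2, and luminescence was read.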
# LmPK inhibitor: qHTS Assay for Inhibitors of Leishmania Mexicana Pyruvate Kinase (LmPK). AID 1721, 2009. 0.37% of 290,000 active. Potency, µM (titrated, usually from 57.5 µM), for inactives: top-dose activity change, negative = inhibition, usual class: inhibitors. Q27686. purified LmPK, Kinase-Glo ATP luminescence, 1 h; also: potency is read from the fitted curve at half-maximal effect; % is scaled to controls: 0 for no effect and ±100 for the full control effect
# Target sequence (Q27686 whole entry, looked up): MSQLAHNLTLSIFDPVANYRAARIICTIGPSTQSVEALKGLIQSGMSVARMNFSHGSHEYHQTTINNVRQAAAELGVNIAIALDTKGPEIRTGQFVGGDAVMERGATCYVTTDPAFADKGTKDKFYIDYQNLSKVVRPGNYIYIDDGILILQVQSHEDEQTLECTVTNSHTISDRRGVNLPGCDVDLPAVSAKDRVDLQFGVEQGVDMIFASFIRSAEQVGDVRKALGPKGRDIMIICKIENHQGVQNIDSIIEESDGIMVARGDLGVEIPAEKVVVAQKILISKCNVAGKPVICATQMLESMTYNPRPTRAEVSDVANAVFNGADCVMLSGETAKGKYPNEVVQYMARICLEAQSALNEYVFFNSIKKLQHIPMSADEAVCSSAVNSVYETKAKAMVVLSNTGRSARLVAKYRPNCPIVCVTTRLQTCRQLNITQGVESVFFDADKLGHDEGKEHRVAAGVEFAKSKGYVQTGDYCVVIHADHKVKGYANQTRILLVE
#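 Screened at intermediate enzyme activity to detect both inhibitors and activators: LmPK at 0.1 nM, with a 0.5 nM enzyme column as activation reference. PEP 0.5 mM, ADP 0.1 mM; ATP detected by luminescence after 1 h.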
# TbPYK inhibitor: qHTS of Trypanosoma Brucei Inhibitors. pyruvate kinase (Trypanosoma brucei), Q57TT1. TbPYK enzyme, Kinase-Glo Plus ATP luminescence, 45 min. Potency, µM (titrated, usually from 76.8 µM), for the others: at the top dose activity, negative = inhibition, usual class: inhibitors. 0.12% of 410,000 active. AID 624173, 2012; also: potency is read from the fitted curve at half-maximal effect; % is scaled to controls: 0 for no effect and ±100 for the full control effect; nearly all actives have a fitted effect of over 50% in size
#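 Readout: single end-point luminescence (Kinase-Glo Plus, 10 min). Reaction conditions were TbPYK/substrate plus 130 uM ADP, 45 min at RT, pH 7.2 TEA buffer. No-enzyme wells served as controls, and data were normalized before concentration-response fitting.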
# An asterisk follows results filed as active; ? = inconclusive; · = no result given; [ ] = dose if it differs, or a comment. Unless noted, calls follow the shape of the dose curve; as a rule, active = well fitted curve in the direction sought with a large enough effect; inconclusive = small, poorly fitted or top-dose-only effect, or another doubt; inactive = no such curve, though single readings can be large; an effect the other way counts as inactive or inconclusive.
mol	Shiga inhibitor	CHX counter	Pf growth 48h	AmpC inh no detg	Pf growth 96h	LmPK inhibitor	TbPYK inhibitor
Cc1cnc(C(=O)OC(C)C(=O)NC2CCCc3ccccc32)cn1 (stereo not drawn)	·	·	-23%	-3%	20%	·	-4%
COc1cc(-c2[nH]ncc2CN2CCSCC2)cc(OC)c1OC	35	-4	?	2%	?	0%	2%
CC(C)OC(=O)N(C)c1ccc(C(O)(C(F)(F)F)C(F)(F)F)cc1	37	20*	·	17%	40%[activator]	0%	-7%
Cc1cccc(NC(=O)C2CCN(S(=O)(=O)c3c(C)[nH]c(=O)[nH]c3=O)CC2)c1	-27	-2	46%[activator]	-4%	13µM*	-1%	0%
Cc1ccc(C(C)C)c(OCCNS(C)(=O)=O)c1	30	-5	0%	·	-11%	3%	6%
O=[N+]([O-])c1ccc(OCc2cnc(Cl)s2)c([N+](=O)[O-])c1	38	20*	?	-19%	0%	0%	-4%
CN1C2C=C(N(CCc3c[nH]c4ccccc34)C(=O)c3ccc(Cl)cc3)CC1CC2 (stereo not drawn)	-6	-1	?	27%	0%	4%	8%
CCOC(=O)NCc1ccc(Cl)c(Cl)c1	-11	-4	0%	-19%	19%	-1%	-5%
C/C(CCN1CCc2nc(-c3ccccc3)c(-c3ccccc3)cc2C1)=N\OC[C@@H](C)[C@H](OCc1ccccc1)C(C)C	-13	-2	?	3%	9.3µM*	2%	2%
CC(=O)Oc1ccc(/C=N\NC(=O)c2cc3c(ccc4ccccc43)o2)cc1	-8	2	3%	-11%	8%	-7%	-11%
O=S(=O)(c1ccccc1)N1CCN(C(=S)NCCCN2CCOCC2)CC1	-11	-4	2%	-7%	-39%[1.15 µM]	-3%	-22%
CC(=NCC1CCCO1)c1c(O)n(-c2ccc(Cl)cc2)c(=O)[nH]c1=O (stereo not drawn)	15	1	-26%	-17%	·	-4%	0%
CCN(CC)C(=O)c1sc(NC(=O)c2cccs2)c(C#N)c1C	1	-2	7%	-10%	28%	7%	2%
Cc1nc(-c2ccccc2)[nH]c(=O)c1Oc1ccc(Cl)cc1Cl	-1	1	0%	-18%	-22%	14%	0%
COc1ccc(-c2cnc(NCc3cc4c(cc3[N+](=O)[O-])OCO4)n2C)cc1	-7	-4	-28%	-30%	?	2%	19%
CCCN(CC(=O)Nc1ccccc1C)C(=O)c1ccc(C(=O)c2ccccc2)cc1	·	·	-4%	15%	?	·	8%
CCOC(=O)Nc1ccc(S(=O)(=O)N(C)C(C)C)cc1	-22	2	·	-11%	0%	-1%	-7%
COc1ccc(/C=N/Nc2ccccn2)cc1OC	94*	54*	117%[activator]	-22%	-2%	-4%	-3%
CC(OC(=O)C1CCCCC1)C(=O)Nc1ccc(S(N)(=O)=O)cc1 (stereo not drawn)	·	·	16%	-27%	15%	·	-9%
Cc1ccc(SCC(=O)OCC(=O)NCc2cccs2)cc1C	·	·	-10%	-13%	?	·	3%
C=CCn1c(C)nnc1SCC(=O)NC1CCCCC1	-11	0	10%	-13%	0%	-3%	3%
Cn1cnnc1SCc1ccc(C#N)cc1	-8	1	14%	-25%	29%	5%	1%
Cc1nn2c(N3CCN(CCO)CC3)c3c(nc2c1-c1ccccc1)CCCC3	-13	-1	8.3µM*	125%[activator]	?	2%	-2%
COc1cc(/C=C/CO)cc(OC)c1O[C@@H]1O[C@H](CO)[C@@H](O)[C@H](O)[C@H]1O	-13	-2	25%	-7%	-1%	4%	1%
OC[C@@H](O)C(O[C@@H]1O[C@@H](CO)[C@H](O)[C@H](O)[C@H]1O)[C@H](O)[C@@H](O)CO (stereo partly drawn)	·	·	-23%	·	?	·	-11%
O=C(c1cccc(C(=O)N2CCN(Cc3ccccc3)CC2)c1)N1CCN(Cc2ccccc2)CC1	1	-2	-18%	166%[activator]	-12%	4%	-13%
O=C1N/C(=N\S(=O)(=O)c2ccccc2)S/C1=C\c1cc([N+](=O)[O-])ccc1O	-6	-1	17%	-35%	0%	-4%	-6%
c1ccc(-c2oc3ncnc(NCCCN4CCOCC4)c3c2-c2ccccc2)cc1	-15	-6	?	147%[activator]	?	-2%	1%
Cc1ccc(NC(=O)c2cc(-c3ccc(F)cc3)on2)cc1C	35	20*	22%	-22%	?	-2%	0%
CC(C)(C)C(=O)Nc1sc2c(c1C#N)CCC2	-9	1	0%	-12%	5%	1%	4%
CCOC(=O)c1c(N)nn(C(=O)c2ccccc2F)c1-c1ccc(OC)cc1	-14	-3	-1%	-18%	?	1%	-3%
O=C(COC(=O)CCc1nc2ccccc2c(=O)[nH]1)Nc1ccc(OC(F)(F)F)cc1	·	·	-22%	-7%	-34%	·	-3%
Cc1ccc(C(=O)Nc2ccccc2C(=O)NC2CCCCC2)cc1S(=O)(=O)N1CCOCC1	-4	12	-11%	·	?	0%	0%
CCCN1C(=O)SC(CC(=O)Nc2ccc(C)cc2)C1=O (stereo not drawn)	26	10	-12%	-25%	?	0%	0%
Cn1cccc1CC(=O)NNC(=S)Nc1ccccc1Cl	26	22	21%	-24%	11%	-5%	-16%
O=C(Nc1c2c(nn1-c1ccc(F)cc1)CS(=O)C2)C12CC3CC(CC(C3)C1)C2 (stereo not drawn)	19	-3	-1%	29%	38%[activator]	-4%	5%
CC(C)(C)N(Cc1ccccc1)C(=O)COC(=O)C1CCN(c2ccc(C(F)(F)F)cn2)CC1	·	·	10µM*	59%	?	·	-3%
C=C(C)C1Cc2c(C)nn(-c3nc(C)cc(C)n3)c2C1 (stereo not drawn)	13	-3	?	36%	13µM*	6%	-13%
CCS(=O)(=O)Nc1ccccc1C(N)=O	12	-1	16%	-37%	?	-2%	1%
C/C(=N\NC(=O)C(C)Sc1ccccc1)C(C)(C)C (stereo not drawn)	-12	2	12%	-45%	109%[activator]	2%	-4%
CCOP(=O)(OCC)C(O)c1ccc(OC)cc1OC (stereo not drawn)	-5	-3	1%	1%	12%	0%	-7%
CC(=O)Nc1ccc(N=Cc2c(O)c3ccccc3oc2=O)cc1	-3	-1	17%	0%	1%	-14%	6%
COc1ccc(CCn2c(NN)nc3c2c(=O)[nH]c(=O)n3C)cc1	-13	-1	?	-9%	0%	-8%	-4%
CN1CC[n+]2c(CN3C(=O)c4ccccc4C3=O)csc21	-38	1	2%	-22%	26%	3%	-10%
Cc1ccc(S(=O)(=O)NCCC(=O)NC2CCCCC2C)cc1 (stereo not drawn)	·	·	-30%	-21%	?	·	-19%
CCCCC/S(CC1CC1(Cl)Cl)=N\S(=O)(=O)c1ccc(C)cc1 (stereo not drawn)	-7	-2	?	22%	29%	15%	0%
CCC(=O)NC(Nc1ccccn1)(C(=O)OC)C(F)(F)F (stereo not drawn)	-24	-6	-20%	7%	-20%	0%	-13%
Cc1ccccc1NC(=O)CN(c1ccc(F)cc1)S(C)(=O)=O	26	-4	-1%	-8%	91%	1%	2%
Cc1[nH]c2ccccc2c1C(=O)CSC(=S)N1CCCCC1	85*	95*	45%[activator]	-20%	65%[activator]	-2%	4%
Cc1ccc(-c2sc(C(=O)NN)c(C)c2C#N)cc1	-4	1	?	-25%	?	2%	-1%

# Remaining list, next part.
mol	Shiga inhibitor	CHX counter	Pf growth 48h	AmpC inh no detg	Pf growth 96h	LmPK inhibitor	TbPYK inhibitor
Cc1ccncc1C(N)=O	-9	-2	43%[activator]	-20%	3%	-7%	-1%
CC(C)n1cc(/C=C2/SC(=O)N(CC(=O)Nc3ccc4c(c3)OCO4)C2=O)c2ccccc21	-11	2	4%	-27%	?	4%	1%
COc1cccc(CN(C)C(=O)CN2C(=O)NC(c3ccccc3)(c3ccccc3)C2=O)c1OC	·	·	?	50%	12µM*	·	1%
CCN(CC(=O)NCc1ccc(Cl)cc1)C(=O)CSc1cc(C)ccc1C	·	·	?	40%	4%	·	-1%
COc1ccc(CNC(=O)CN(C(=O)CCC(=O)Nc2ccccn2)c2ccccc2OC)cc1	-6	16	?	35%	-18%	-3%	-2%
C/C(=N\Nc1cc(-c2ccccc2)nc(-c2ccccc2)n1)c1ccc(O)c(C)c1	73*	20*	?	-8%	0%	3%	-4%
CC(=O)Nc1nc(C)c(-c2csc(Nc3cccc([N+](=O)[O-])c3)n2)s1	2	0	·	-54%	0.83µM*	9%	-6%
COc1cc(C(=O)NNC(=S)Nc2ccc(S(N)(=O)=O)cc2)cc(OC)c1OC	-8	-7	4%	-21%	4%	3%	?
CCN(CC(=O)Nc1c(F)cccc1F)C(=O)CCCc1cccs1	·	·	?	-8%	-29%	·	1%
Cc1ccc2c(=O)cc(C(=O)NCc3ccccc3)oc2c1C	-6	-1	15%	-31%	25%	5%	-5%
Cn1c(=O)c2c(nc(SCCN3CCOCC3)n2Cc2ccc(F)cc2)n(C)c1=O	-18	-6	-10%	104%[activator]	?	1%	1%
O=C(CCc1nc(-c2ccccc2F)no1)NC1CCCCC1	9	8.6*	0%	0%	·	-5%	-1%
Cc1ccc(S(=O)(=O)N(C)CCCC(=O)NC(C)(C)C)cc1	-5	-2	-1%	0%	29%	-4%	4%
S=C(Nc1cc(Cl)cc(Cl)c1)N1CCCC1	-6	-3	1%	-34%	3%	-8%	2%
O=C(NCc1nnnn1-c1ccc(F)c(F)c1)c1ccc(S(=O)(=O)N2CCOCC2)cc1	·	·	0%	-6%	7%	·	-8%
Cc1cc(C)c2nc(SCC(=O)Nc3cc(C)on3)c(C#N)cc2c1	-4	-2	-1%	-23%	18%	1%	2%
COc1cccc(-c2nc(-c3ccccn3)no2)c1OC	134*	37*	64%[activator]	-4%	-13%	-6%	-28%
CCN(CC)c1ccc(NC(=O)CSc2nnc(N)s2)cc1C	-2	-3	·	-23%	?	2%	-12%
COC(C(=O)Nc1ccc(Cl)cc1C)c1ccccc1 (stereo not drawn)	-33	-2	-11%	-28%	296%[activator]	-3%	-6%
O=C1Nc2ccc(Br)cc2/C1=C/C1CC=CCC1 (stereo not drawn)	-10	-5	-27%	-33%	?	1%	-3%
Cn1nc(-c2ccc(N3CCOCC3)c(NS(=O)(=O)c3ccc(Cl)cc3)c2)c2ccccc2c1=O	11	-3	?	-4%	?	-8%	3%
COc1ccccc1NC(=O)CC1CCCC1	22	-4	10%	-3%	13%	-3%	0%

# Arranged by heavy-atom count (smallest number first): part of the list above
mol	Shiga inhibitor	CHX counter	Pf growth 48h	AmpC inh no detg	Pf growth 96h	LmPK inhibitor	TbPYK inhibitor
COc1cccc(-c2nc(-c3ccccn3)no2)c1OC	134*	37*	64%[activator]	-4%	-13%	-6%	-28%
Cc1ccc(S(=O)(=O)N(C)CCCC(=O)NC(C)(C)C)cc1	-5	-2	-1%	0%	29%	-4%	4%
Cc1cc(C)c2nc(SCC(=O)Nc3cc(C)on3)c(C#N)cc2c1	-4	-2	-1%	-23%	18%	1%	2%
